SRC3 TRFRET art: TR-FRET detection interference compounds, artefact control for PPARgamma SRC-3 recruitment agonists, biochemical, TR-FRET ratio; TR-FRET artefact counter-screen, PPARgamma/SRC-3 format; hits give high values; TR-FRET ratio at 8 µM; hit rate 0.39% among 99,000; AID 1048, 2008; in the data active means TR-FRET ratio above about 2000; further: inactives centre near 1600
SRC1 TRFRET art: TR-FRET detection interference compounds, primary screen, artefact control for PPARgamma SRC-1 recruitment agonists, biochemical, TR-FRET emission ratio. TR-FRET ratio at 8 µM. TR-FRET detection artefact counter-screen; hits give high values. hit rate 0.34% among 99,000; in the data active means TR-FRET ratio above about 2300; further: inactives centre near 1800
Numbers without * were called inactive. Not all compounds are listed, so the mix of outcomes need not match the whole.

SMILES	SRC3 TRFRET art	SRC1 TRFRET art
COc1ccc(S(=O)(=O)N2CCOCC2)cc1NC(=O)CN1CCCC1	1651	1838
COc1ccc2c(c1)c(=O)c(Br)c(C)n2Cc1ccccc1	1552	1536
COc1cccc(C(=O)/C=C/Nc2ccc(S(=O)(=O)Nc3nc(C)cc(C)n3)cc2)c1	1609	1740
O=C(CSc1nnc(SCc2ccccc2)s1)N/N=C/C=C\c1ccco1	1414	1855
Cc1oc2ccc(O)cc2c1C(=O)c1ccc([N+](=O)[O-])cc1	1555	1788
COCCn1c(C)nnc1SCC(=O)Nc1ccccc1[N+](=O)[O-]	1500	1778
COc1ccc(-n2cc(CNCCc3nc(C)cc(C)n3)c(-c3ccccc3Cl)n2)cc1	1589	1680
N#CCNC(=O)c1cccn1-c1ncc(C(F)(F)F)cc1Cl	1443	1963
O=C(c1ccccc1F)c1cc2c(cc1[N+](=O)[O-])OCCO2	1481	1592
COc1ccc([C@H]2[C@H](C(=O)OC(C)(C)C)N3N=Cc4ccccc4C3C23C(=O)c2ccccc2C3=O)c(OC)c1 (some centres undefined)	2004	1716
Cc1nn(-c2ccccc2)c(N2CCCC2)c1/C=N/NC(=S)Nc1ccccc1F	1680	1820
CCNC(=O)CSc1nc(-c2ccccc2)cs1	1585	2083
Cc1cccc(C(=O)NNC(=O)c2ccco2)c1	1609	1750
Cc1noc(C)c1CN(C(=S)NC(C)C)c1ccccc1	1710	1851
O=C(NC1CCCc2ccccc21)c1ccc2c(c1)OCO2 (centres undefined)	1494	1694
COc1ccc(CN2CCC(CO)(Cc3ccccc3C(F)(F)F)CC2)c(F)c1	1571	1927
CC(C)COC(=O)/C(C#N)=C/c1c[nH]c2ccccc12	1735	2120
Cc1ccccc1Oc1ccc(Oc2ccccc2C)nn1	1480	1843
CN(C(=O)CS(=O)(=O)c1cn(CC(=O)N2CCOCC2)c2ccccc12)c1ccccc1	1568	1860
COC(=O)C1=C(C)NC(=O)CC1c1cc2c(cc1Br)OCO2 (centres undefined)	2175*	1895
Cc1ccccc1C(=O)N1CCN(c2ccc(NC(=S)NC(=O)c3cccs3)cc2)CC1	1461	1821
COc1ccc2oc(=O)c(C(=O)OCC(=O)c3ccc([N+](=O)[O-])cc3)cc2c1	1620	1869
CCc1ccc(/C=C2/C(=O)N(c3ccccc3)C(=S)N2CC(=O)OC)s1	1586	1944
N/C(=N\OC(=O)/C=C/c1ccccc1Cl)c1ccccn1	1573	1618
Cc1ccc(CN2CCN(Cc3ccc(-n4cccn4)cc3C)CC2CCO)cc1 (centres undefined)	1381	1456

Continuation:
SMILES	SRC3 TRFRET art	SRC1 TRFRET art
O=C1c2oc3ccc(F)cc3c(=O)c2C(c2cccc(O)c2)N1CCCN1CCOCC1 (centres undefined)	1318	1685
CCOC(=O)c1c(-c2cccc([N+](=O)[O-])c2)cn2ccccc12	1529	1831
Cc1ccc(CN2CCN(Cc3cnn(-c4ccc(F)cc4)c3)CC2CCO)o1 (centres undefined)	1608	1673
CC(O)CNc1nc2sc3c(c2c(=O)n1CCc1ccccc1)CCCCC3 (centres undefined)	1725	1931
COP(=O)(CC(=O)c1ccccc1)CC(=O)c1ccccc1	1630	1830
O=C(COC(=O)C1CC2C=CC1C2)NCCc1ccccc1 (centres undefined)	1431	1709
CCOC(=O)C1=C(C)N(C)C(=S)NC1c1ccccc1 (centres undefined)	1514	1890
COc1ccc(-c2cc(C(=O)Nc3ccccc3F)on2)cc1	1787	1817
Cc1cc(=O)[nH]c(N/N=C/c2ccc(OC(=O)c3ccco3)cc2)n1	1573	1807
CCCn1c(N)c(NCCN2CCOCC2)c(=O)[nH]c1=O	1367	1499
COc1ccccc1N/N=C(\C#N)C(=N)N1CCOCC1	1632	1998
CNS(=O)(=O)c1ccc(NC(=O)c2ccoc2C)cc1	1321	1596
CC(C)(C)c1ccc(C(=O)Nc2sc3c(c2C(=O)O)CCC3)cc1	1741	1678
O=C(O)CNC(=O)CC1S/C(=N/N=C2/NC(=O)CS2)NC1=O (centres undefined)	1731	1900
O=C(N/N=C/c1cc(Cl)ccc1O)C(=O)Nc1ccccc1OC(F)(F)C(F)F	1706	1851
Cc1ccc(C)c(NC(=S)NNC(=O)c2cc3c(s2)CCC(C)C3)c1 (centres undefined)	1391	1821
CCOC(=O)C(C)N1C(=O)S/C(=C/c2ccc3c(c2)n(C)c(=O)n3C)C1=O (centres undefined)	1665	1991
CCOc1ccc(-n2nc3c(Cl)nnc(C)c3c2C)cc1	1676	1758
Cn1cc(SCC(=O)NCCc2ccccc2)c2ccccc21	1552	1497
COC(=O)c1c(NC(=O)CSc2nc3nc(C)cc(C)n3n2)sc(C)c1C	1618	1655
Cc1ccc(CNc2ccc(N3C(=O)CCCC3=O)cc2[N+](=O)[O-])cc1	1487	1742
CC(C)c1cc(C(=O)NCCc2ccccc2)no1	1768	1923
CCOC(=O)C1(Cc2ccccc2C)CCCN(Cc2cn(C)nc2C)C1 (centres undefined)	1823	1507
COc1cc2c(OC(C)=O)c3c(c(-c4ccc5c(c4)OCO5)c2cc1OC)C(=O)OC3	1709	1826
COc1ccc(NS(=O)(=O)c2cc(NC(=O)/C=C/c3cc(OC)ccc3OC)ccc2N2CCCCC2)cc1	1539	1768

(more compounds)
SMILES	SRC3 TRFRET art	SRC1 TRFRET art
Cc1nnc(C)n1/N=C/c1cc2ccccc2nc1Cl	1491	1955
O=C(CCc1ccccc1)NCC(=O)N/N=C/c1ccc2c(c1)OCO2	1552	1905
O=C(Nc1cc(Cl)cc(Cl)c1)C(NCCCO)c1ccccc1 (centres undefined)	1530	1948
CCOCCCNC(=S)N1CCCN(c2nc3cc(C)cc(C)c3cc2C#N)CC1	1445	1737
COc1ccc2oc(C(=O)NCCC(C)C)c(C)c2c1	1445	1923
CCc1nc2ccccc2c(=O)n1NCCc1ccccc1	1753	1909
CC(C)CC1(C(=O)NCc2cc(F)cc(C(F)(F)F)c2)C=CCN1C(=O)c1ccccc1 (centres undefined)	1403	1830
CCOC(=O)CSc1nnc(CNC(=O)c2ccc([N+](=O)[O-])cc2)n1C	1737	1737
COC(=O)[C@@H](NC(=O)Nc1ccc(S(N)(=O)=O)cc1)C(C)C	1583	1732
CCOC(=O)c1c(-c2ccc(C)cc2)csc1/N=C/N(C)C	1327	1256
CC1CCc2c(C(=O)NCc3cccnc3)csc2C1 (centres undefined)	1488	1986
CCC(C)(C)NC(=O)C1CCN(c2nc(OC)nc(OC)n2)CC1	1376	1631
CC1(C)CC(=O)C2=C(C1)c1c(ccc3ncccc13)NC2c1cccs1 (centres undefined)	1546	1879
COc1cc(CCC(=O)Nc2nnc(-c3cccnc3)s2)cc(OC)c1OC	1486	1568
COc1ccccc1N(C)S(=O)(=O)c1ccc(Cl)c(C(=O)NC2=NCCS2)c1	1557	1969
CC(C)c1cc(C(=O)N2CCCC(C(=O)c3ccc4ccccc4c3)C2)on1 (centres undefined)	1469	1707
Fc1cccc2sc(Nc3nc4cc5c(cc4s3)OCO5)nc12	1680	1591
O=C(O)CC/C(=C\c1ccc(N2CCOCC2)c([N+](=O)[O-])c1)c1nc2ccccc2s1	1838	2141
COc1ccc(/C=C(\NC(=O)c2cccs2)C(=O)Nc2cccc3ccccc23)cc1OC	1737	1997
CC(CCc1ccccc1)NC(=O)CN1CCc2ccccc2C1 (centres undefined)	1469	1832
COc1ccc(OC)c(C2CC(=O)Nc3c2c(=O)[nH]c2ncnn32)c1 (centres undefined)	1396	1780
O=C1OC(c2ccc(O)cc2)(c2ccc(O)cc2)c2ccccc21	1751	2074
O=C1C2C(C(=O)N1c1ccccc1)N1CCCN1C2c1ccccc1 (centres undefined)	1566	1578
O=C(N/N=C\c1ccccn1)C1c2ccccc2Oc2ccccc21	1510	1961
Cc1cc(C)cc(N(C(C)C(=O)N2CCOCC2)S(C)(=O)=O)c1 (centres undefined)	1322	1669

Part of the list above in order of molar mass, smallest number first:
SMILES	SRC3 TRFRET art	SRC1 TRFRET art
CC(C)COC(=O)/C(C#N)=C/c1c[nH]c2ccccc12	1735	2120
CCNC(=O)CSc1nc(-c2ccccc2)cs1	1585	2083
CC1CCc2c(C(=O)NCc3cccnc3)csc2C1 (centres undefined)	1488	1986
CNS(=O)(=O)c1ccc(NC(=O)c2ccoc2C)cc1	1321	1596
O=C1OC(c2ccc(O)cc2)(c2ccc(O)cc2)c2ccccc21	1751	2074
Cn1cc(SCC(=O)NCCc2ccccc2)c2ccccc21	1552	1497
O=C(N/N=C\c1ccccn1)C1c2ccccc2Oc2ccccc21	1510	1961
CCC(C)(C)NC(=O)C1CCN(c2nc(OC)nc(OC)n2)CC1	1376	1631
Cc1cc(=O)[nH]c(N/N=C/c2ccc(OC(=O)c3ccco3)cc2)n1	1573	1807
COc1ccc(OC)c(C2CC(=O)Nc3c2c(=O)[nH]c2ncnn32)c1 (centres undefined)	1396	1780
Fc1cccc2sc(Nc3nc4cc5c(cc4s3)OCO5)nc12	1680	1591
COCCn1c(C)nnc1SCC(=O)Nc1ccccc1[N+](=O)[O-]	1500	1778
COC(=O)C1=C(C)NC(=O)CC1c1cc2c(cc1Br)OCO2 (centres undefined)	2175*	1895
COc1ccc(S(=O)(=O)N2CCOCC2)cc1NC(=O)CN1CCCC1	1651	1838
CC(O)CNc1nc2sc3c(c2c(=O)n1CCc1ccccc1)CCCCC3 (centres undefined)	1725	1931
Cc1ccc(CN2CCN(Cc3ccc(-n4cccn4)cc3C)CC2CCO)cc1 (centres undefined)	1381	1456
COC(=O)c1c(NC(=O)CSc2nc3nc(C)cc(C)n3n2)sc(C)c1C	1618	1655
CCOCCCNC(=S)N1CCCN(c2nc3cc(C)cc(C)c3cc2C#N)CC1	1445	1737
COc1ccc(/C=C(\NC(=O)c2cccs2)C(=O)Nc2cccc3ccccc23)cc1OC	1737	1997
COc1ccc([C@H]2[C@H](C(=O)OC(C)(C)C)N3N=Cc4ccccc4C3C23C(=O)c2ccccc2C3=O)c(OC)c1 (some centres undefined)	2004	1716

(listing goes on)
SMILES	SRC3 TRFRET art	SRC1 TRFRET art
O=C(CC(c1ccccc1)(c1ccccc1)c1ccccc1)N[C@@H](Cc1ccccc1)C(=O)O	1609	1812
O=C(CSc1nnc(-c2ccc(F)cc2)c2ccccc12)Nc1ccccc1Cl	2763*	1880
CC(NC(=O)CSc1ccccc1C(=O)O)C1CC2CCC1C2 (centres undefined)	1782	2130
Cc1nc2ccccc2cc1C(=O)N/N=C/c1cccs1	1870	1912
COc1ccc(NC(=O)c2[nH]c(C)c(C(C)=O)c2C)cc1S(=O)(=O)N1CCOCC1	1483	1864
C/C(CC(=O)Nc1ccc(Cl)c(C(F)(F)F)c1)=N\NC(=O)c1ccccc1O	1728	1858
COCCCNC(=S)NNC(=O)c1ccoc1C	1613	2000
Cc1nc2ccc(NC(=O)Cc3ccccc3F)cc2s1	1752	1603
CCOc1ncccc1C(=O)OCC(=O)Nc1ccc(C)c(S(=O)(=O)N2CCOCC2)c1	1517	1599
Cc1ccc(Nc2ncccc2C(N)=O)cc1	1731	1899
CC(OC(=O)CCC(=O)c1cccs1)C(=O)Nc1ccc(Cl)cn1 (centres undefined)	1607	1762
O=C(COC(=O)CNC(=O)c1ccc(Cl)cc1)Nc1ncc(C(F)(F)F)cc1Cl	1594	1708
CCn1nc(C(C)C(=O)O)c2ccccc2c1=O (centres undefined)	1453	1808
CCc1ccc(CN2C(=O)c3ccccc3C2C(=O)NCC2CCCO2)cc1 (centres undefined)	1501	1612
Cc1cc(=O)[nH]c(SCC(=O)Nc2ccc(S(N)(=O)=O)cc2)n1	1545	1847
COC(=O)C1(C)CN(S(=O)(=O)c2ccc(C)cc2)c2cc(OC)ccc2C1=O (centres undefined)	1573	1770
CCCCS(=O)(=O)Nc1ccc(C)cn1	1663	1908
Cc1cc(Nc2ccccc2)n(-c2ccc(C(=O)O)cc2)n1	1435	1723
CCN1CCN(CCNC(=O)c2ccc(/C=C3/Sc4ccccc4N(Cc4ccccc4C)C3=O)cc2)CC1	1698	1709
COCCCN1C(=O)C(=O)/C(=C(/O)c2ccc(C)cc2)C1/C=C/c1ccccc1 (centres undefined)	1549	1696
CCOC(=O)/C=C/C(=O)Nc1ccc(S(=O)(=O)N2CCCCCC2)cc1	1427	1827
O=C(O)/C(=C\c1ccc(-c2ccc(F)cc2)o1)c1ccccc1	1512	1835
CCOC(=O)/C=C/C(=O)OCC(=O)Nc1ccc(C)cc1	1483	1532
COc1ccc(N=C2SC(CC(=O)Nc3cccc(Cl)c3)C(=O)N2Cc2ccco2)cc1 (centres undefined)	1537	1717
O=C(CN1CCN(Cc2ccccc2)CC1)N/N=C/c1c[nH]c2ccccc12	1671	1783

The listing continues.
SMILES	SRC3 TRFRET art	SRC1 TRFRET art
Brc1ccc(/C=N/Nc2nncc(-c3ccccc3)n2)o1	1560	1854
COCCSc1nnc(NC(=O)C2CC(=O)N(c3ccc(Cl)cc3)C2)s1 (centres undefined)	1417	1593
CC1=CC(C)(C)NC(=S)N1c1cc(C)cc(C)c1	1483	1919
FC(F)(F)c1ccc2c(c1)NCC1CCCN21 (centres undefined)	1712	1834
COc1ccc2c(c1)C1NC(=S)NC(C)(O2)C1C(=O)Nc1ccc(C)cc1C (centres undefined)	1387	1712
COc1ccc(S(=O)(=O)NCC2CCCN(C(=O)c3ccco3)C2)cc1 (centres undefined)	1342	1631
COc1ccccc1C(=O)OCc1nc(N)nc(Nc2ccccc2C)n1	1648	1813
COCCn1cnnc1SCC(=O)Nc1sccc1C(N)=O	1449	1656
CCOc1cc(S(=O)(=O)NCc2ccccc2)ccc1Br	1563	1884
Cc1ccc(Cn2nc(C)c(NC(=O)CCCn3nc([N+](=O)[O-])c(Cl)c3C)c2C)cc1	1558	1762
Cc1ccc(NC(=O)CSc2nnc(C3COc4ccccc4O3)o2)c(Cl)c1 (centres undefined)	1474	1494
CN1CCN(C(c2cccc(Cl)c2)c2ccccc2Cl)CC1 (centres undefined)	1419	1763
Cc1ccc(NC(=O)c2ncn[nH]2)cc1	1533	1836
O=C(O)c1ccc(Nc2nc(-c3ccccc3)cs2)cc1	1438	1686
O=C(CC1NCCc2ccccc21)Nc1ccc(Oc2ccccc2)cc1 (centres undefined)	1592	1839
CC(C)OC(=O)CC1=NC(=O)CS1	1419	1675
